# High-throughput results deposited in PubChem BioAssay by National Center for Advancing Translational Sciences (NCATS).
# GLP1R inv ag = inverse agonists of human GLP-1 receptor; P43220; HEK293 GLP-1R CRE-luciferase, luminescence, 24 h; GLP-1R form is constitutively active; Potency, µM (top dose mostly 38.3 µM), inactives show at the top dose activity change, negative = inhibition, actives largely listed as inhibitors; 410,000 tested, 1.6% active; AID 624417; further: on the % scale 0 is the no-effect control and ±100 the full control effect; nearly all actives have a fitted effect of over 55% in size
# Target sequence (P43220 whole entry, looked up): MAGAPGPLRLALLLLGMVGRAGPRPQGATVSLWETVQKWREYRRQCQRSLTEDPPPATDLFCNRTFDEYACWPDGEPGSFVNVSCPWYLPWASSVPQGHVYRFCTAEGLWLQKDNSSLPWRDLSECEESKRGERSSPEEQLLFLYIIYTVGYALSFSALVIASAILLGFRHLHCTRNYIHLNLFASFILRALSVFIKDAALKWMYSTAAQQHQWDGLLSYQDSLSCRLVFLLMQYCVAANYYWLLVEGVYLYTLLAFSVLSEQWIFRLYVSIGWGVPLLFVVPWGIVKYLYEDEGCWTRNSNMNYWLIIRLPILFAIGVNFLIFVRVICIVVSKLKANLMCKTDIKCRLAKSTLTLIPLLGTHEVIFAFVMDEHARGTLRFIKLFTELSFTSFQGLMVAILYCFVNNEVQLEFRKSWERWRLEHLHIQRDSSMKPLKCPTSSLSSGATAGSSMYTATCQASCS
#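 Readout was luciferase luminescence, measured 12 min after detection reagent at room temperature. Beforehand, GLP-1R reporter HEK293 cells had sat 12 h, then received compounds for 24 hr at 37 deg C.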
# KB-3-1 tox = KB-3-1 parental cell cytotoxicity. KB-3-1 viability, CellTiter-Glo ATP luminescence, 72 h. Potency, µM (doses to about 46.1 µM), for the others: top-dose activity change, negative = cytotoxic, most hits filed as cytotoxic. 400,000 tested, 1.4% active. AID 1347075; further: on the % scale 0 is the no-effect control and ±100 the full control effect; nearly all actives have a fitted effect of over 60% in size
#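 Viability of parental KB-3-1 cells, measured by CellTiter-Glo luminescence, followed a 72 h incubation at 37 °C with pinned compounds in phenol-red-free DMEM containing 10% FBS.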
# KB-V1 cytotox = kills drug-selected multidrug resistant KB-V1 cells | 400,000 tested, 3.4% active | KB-V1 MDR cells viability, CellTiter-Glo, 72 h | AID 1347076 | Potency, µM (highest dose often 46.1 µM), inactives show at the top dose activity change, negative = cytotoxicity, usual class: cytotoxic; further: on the % scale 0 is the no-effect control and ±100 the full control effect; nearly all actives have a fitted effect of over 60% in size
#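 Potencies derive from concentration-effect curves fitted to normalized luminescence (CellTiter-Glo) of KB-V1 cells treated for 72 h at 37 degrees C in phenol-red-free DMEM containing 10% FBS.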
# TDP-43 yeast inh = TDP-43 toxicity inhibition in yeast. AID 652104. Potency, µM (top dose mostly 46.1 µM), for the others: top-dose growth rescue (activation), usual class: activators. TDP-43 expressing yeast growth rescue, BacTiter-Glo, 24 h. 410,000 tested, 1.8% active; further: % of control where 0% means no effect; nearly all actives have a fitted effect of over 50% in size
#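 Yeast expressing TDP-43 (pregrown in raffinose, seeded at OD600=0.02 in galactose medium) exposed to compounds 24 hr at 30 deg C. Growth read by BacTiter-Glo luminescence; rescue of toxicity appears as increased signal.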
# HT1080 IDH1KD tx = kills HT-1080 cells with IDH1 knockdown | HT-1080 IDH1 knockdown viability, ATP luminescence, 48 h | Potency, µM (titrated, usually from 46.1 µM), for inactives: at the highest dose activity, negative = toxicity, most hits filed as cytotoxic | 360,000 tested, 2% active | AID 686971;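 further: 0% = DMSO wells and -100% = cell-free medium wells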
#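 HT-1080-IDH1KD cells (IDH1 knocked down), 750/well in RPMI with 5% FBS, treated with compound 48 h at 37 degrees C. Viability by CellTiter-Glo luminescence, normalised to DMSO and no-cell wells; concentration-response curves classed.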
# GLP-1R agonist = GLP-1 receptor (human) agonism; 380,000 tested, 0.007% active; Potency, µM (doses to about 45.6 µM), for inactives: top-dose activation, usual class: activators; HEK293 GLP-1R CRE-luciferase, luminescence, 4-6 h; cells express a hypersensitive GLP-1R form; P43220; further: % of control where 0% means no effect
# SW480 rerep = induces DNA re-replication in SW480 colon adenocarcinoma cells. SW480 DNA re-replication, Hoechst DNA content imaging, 48 h. Potency, µM (titrated, usually from 46.1 µM), without a hit: at the top dose re-replication activation, actives largely listed as activators. 340,000 tested, 1.8% active; further: % of control where 0% means no effect; nearly all actives have a fitted effect of over 55% in size
#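 Per well, 250 cells were exposed to pinned compound for 48 hr. Nuclear DNA was visualised with Hoechst (40 min, 37 C) and total object intensity recorded by fluorescence scanning.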
# HEK293 tox = cytotoxicity in counter-screen for GLP-1R inverse agonists; HEK293 cAMP-luciferase reporter cells, luminescence, 24 h; Potency, µM (highest dose often 38.3 µM), without a hit: top-dose activity change, negative = inhibition, usual class: inhibitors; 410,000 tested, 0.13% active; AID 624418;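 further: loss of luciferase light is scored as toxicity; on the % scale 0 is the no-effect control and ±100 the full control effect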
#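 Here, cytotoxicity is scored as loss of luminescence. The MLSMR collection was tested on cells seeded in medium containing 10% Nu serum, with a 24 hr compound exposure preceded by 12 hours of culture.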
# HT1080-NT tox = kills 2HG-producing HT-1080-NT fibrosarcoma cells | HT-1080-NT fibrosarcoma viability, CellTiter-Glo ATP luminescence, 48 h | Potency, µM (highest dose often 46.1 µM), without a hit: at the highest dose activity, negative = less viability, usual class: cytotoxic | 360,000 tested, 1.6% active;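 further: NT is the 2HG producing partner of a matched IDH1 knockdown line; 0% = DMSO-treated cells and -100% = media-only wells without cells; nearly all actives have a fitted effect of over 55% in size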
#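 Luminescent CellTiter-Glo readout after 48 hours of compound exposure at 37 degrees C defined viability of HT-1080-NT cells. Activity was normalized to DMSO wells and cell-free media wells; concentration-response curves were fitted and assigned curve classes.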
# * = called active by the depositor; ? = inconclusive; / = no result given; & = joins results of further samples; [ ] = remark or other dose. The call rests on the fitted dose curve; in most records, active means well fitted curve in the direction sought with a large enough effect; inconclusive means small, poorly fitted or top-dose-only effect, or another doubt; inactive means no such curve, though single readings can be large; an effect the other way counts as inactive or inconclusive. Potency means the concentration at half of the fitted maximal effect.
SMILES | HT1080-NT tox | HEK293 tox | GLP1R inv ag | HT1080 IDH1KD tx | KB-3-1 tox | TDP-43 yeast inh | SW480 rerep | KB-V1 cytotox | GLP-1R agonist
O=C(CNCc1ccco1)Nc1cccc(S(=O)(=O)N2CCCCC2)c1 | 0% | 2% | -6% | -1% | 4% | -5% | -3% | ? | -3%
Cc1ccc(N/C(N)=N/c2nc(CSc3ccc(C)cc3)cc(=O)[nH]2)cc1 | 7% | -6% | 12% | 10% | -13% | 10% | -10% | ? | -1%
COc1ccc(-c2nc(-c3ccccc3)c(-c3cc([N+](=O)[O-])ccc3C)[nH]2)cc1OC | -18% | -4% | 5.6µM* | -9% | ? | -6% | -7% | -2% | 5%
O=S(=O)(c1ccccc1)c1ccc(N2CCCCCC2)cc1 | -15% | -37% | ? | -13% | -11% | 21% | -3% | ? | 13%
O=C(Cc1cc(=O)[nH]c(=O)[nH]1)N1CCC(Cc2ccccc2)CC1 | -4% | 5% | -15% | -6% | 5% | 12% | -5% | 6% | 4%
COc1cc2[nH]c(-c3cccc(F)c3)cc(=O)c2cc1OC | ? | 8% | -14% | ? | ? | 15% | ? | 5% | -7%
CCCSc1nc2c(=O)[nH][nH]c(=O)c2n1Cc1ccccc1 | 12% | 0% | 1% | 20% | -2% | 9% | -3%[9.22 µM] | 17% | -2%
COc1cc2c(cc1OC)CN(Cc1ccccc1)CC2 | 0% | -13% | -37% | -11% | 3% | -2% | -6% | -7% | -11%
COc1ccc(NC(=O)c2ccc3c(SCC(=O)O)c4c(nc3c2)CCC4)c(OC)c1 | / | 5% | 5% | / | -5% | 13% | / | -11% | -3%
CCOc1cc(/C=N/NC(=O)C(C)Sc2ccccc2)ccc1O (centres undefined) | -17% | -5% | 0% | -1% | 0% | 4% | -4% | ? | -1%
Cc1ccc(CCNC(=O)C2CCC(=O)N2C2CCCC2)cc1 (centres undefined) | 12% | 7% | -9% | 13% | -9% | -11% | -11% | 0% | -10%
CN[C@H]1C[C@H]2c3[nH]c4ccc(-c5cccc(C)c5)cc4c3CCN2C[C@H]1[C@H](C)O | 16µM* | ? | 11µM* | ? | ? | 9% | / | 0% | -6%
COCCNC(=O)CN(c1ccc(C)cc1)S(=O)(=O)c1ccc(SC)cc1 | 13% | 0% | -17% | 16% | -2% | -5% | 3% | 0% | 2%
O=C(Nc1ccccc1C(F)(F)F)N1CCC(N2CCCCC2)CC1 | 19% | -10% | 0% | 19% | 13% | 1% | -3% | -6% | 0%
COC(=O)c1ccc(NC(=O)Nc2ccc(OC)cc2)cc1 | 10% | 3% | -25% | -18% | 5% | -6%[0.397 µM] | -4% | 5% | 17%
O=C(O)COn1c(-c2ccccc2)nc2ccc([N+](=O)[O-])cc21 | 9% | -3% | 18% | 23% | 8% | -18%[0.397 µM] | -6% | 4% | 0%
Cc1cc(NS(=O)(=O)c2ccc(NC(=O)C(C)Oc3ccc4c(C)cc(=O)oc4c3)cc2)no1 (centres undefined) | 3% | -8% | 12% | 10% | 4% | 5% | 1% | -4% | -3%
O=C(NCCc1cccnc1)c1cc(COc2ccc(F)cc2Cl)on1 | ? | -22% | ? | 15µM* | -1% | 7% | 12% | ? | 0%
CC1(C(=O)NS(=O)(=O)c2cccc(Cl)c2)CCN1C(=O)CC1CCCCC1 (centres undefined) | 11% | 3% | -13% | ? | 0% | 13% | / | 10% | -6%
Cc1cc(=O)oc2c(CN3CCCCC3)c(O)c(Cl)cc12 | ? | 249%[activator] | 9% | 19% | -3% | -1% | -9% | 4% | -1%
Cc1cc(Cl)c(S(=O)(=O)Nc2cccc(O)c2)cc1OCC(N)=O | 3% | -13% | 3% | 6% | ? | 32% | -4% | -9% | -2%
CC(C)CN(C(=O)C1CCCO1)c1c(N)n(CC(C)C)c(=O)[nH]c1=O (centres undefined) | 0% | -3% | 4% | -15% | 1% | -11% | -6% | 16% | 4%
O/N=C(\CN1CCCCC1)c1ccccc1 | 24% | 3% | 22% | 24% | 14% | 6% | -2% | 23% | 1%
COC(=O)N/N=C/c1ccc(-c2cc(Cl)cc(Cl)c2)o1 | 13% | 9% | 0% | 20% | ? | 14% | -1% | ? | 18%
N#Cc1c(/N=C/c2ccco2)sc2c1CCCCC2 | 0% | -2% | -7% | -14% | 10% | ? | -14% | 2% | 0%
CC(C)(C)OC(=O)N1CCC(c2c(C(=O)NCC3CCN(C4CCCC4)C3)cnn2-c2ccccc2)CC1 (centres undefined) | -16% | 0% | ? | -21% | 2% | 6% | ? | ? | 11%
COc1ccc(C(=O)Nc2nc3nc(-c4ccccc4)cc(=O)n3[nH]2)cc1 | 19% | -11% | 4% | 11% | 21% | 7% | -9% | 9% | -10%
c1ccc(-n2ncc3c2ncn2cnnc32)cc1 | 5% | 6% | 29% | 5% | 10% | 12% | -11% | -3% | -11%
Cc1cc(C)n2nc(SCC(=O)c3cc(C)n(-c4cc(C)on4)c3C)nc2n1 | ? | 0% | 0% | -6% | 15% | -7% | 0% | -26% | 7%
CCCOc1ccc(C(C(=O)OCCN(CC)CC)c2ccccc2)cc1 (centres undefined) | -5% | -10% | -26% | 0% | 19% | -2% | -5% | -1% | -9%
Cc1cc([N+](=O)[O-])c(C)cc1-c1ccc(/C=N/NC(=O)Cn2nnnc2N)o1 | -2% | 14% | -2% | -25% | 13% | 0% | -17% | -3% | 5%
O=C(Nc1nnc(S(=O)(=O)N2CCOCC2)s1)c1ccc(F)cc1 | -15% | 2%&0% | -6%&9% | 2% | 14%&5% | 11%&14% | -14% | ? | -5%
NC(=O)NC(=O)COC(=O)c1sc2ccccc2c1Cl | 13% | -2% | 18% | 4% | 3% | 24% | 4% | 14% | -1%
COc1ccc(N2CCN(Cc3nnnn3C3CCCCC3)CC2)cc1 | ? | 2% | -9% | 20% | -2% | -13% | -11% | -7% | 9%
CC1CCCCC1NC(=O)c1ccc(-n2cncn2)c([N+](=O)[O-])c1 (centres undefined) | 0% | 3% | 18% | -2% | 4% | -1% | 2% | 0% | 6%
COc1cc(C(=O)OCC(=O)N(C)c2ccccc2)cc(OC)c1OC | 0% | 15% | 13% | 3% | 20% | -15% | -4% | -26% | 11%
N#CC(C#N)=Cc1ccc(-c2ccc(S(=O)(=O)N=C(N)N)cc2)o1 | -3% | 7% | 36%[activator] | -22% | 0% | 12% | / | 0% | 0%
Cc1nc(C)c(-c2ccc(SCC(=O)Nc3ccc(C)c(Cl)c3)nn2)s1 | -21% | -7% | 43%[activator] | -20% | -9% | -8% | -4% | -20% | -1%
O=C(COc1ccccc1Cl)N1CCCC1 | -1% | 0% | 7% | -1% | -6% | 21% | -6% | -17% | 2%
COc1ccc(CNC(=O)CCNS(=O)(=O)c2ccc(C)cc2)cc1 | 7% | -17% | -2% | 7% | 3% | -3% | -3% | 0% | -1%
O=C(CCCN1C(=O)/C(=C/c2ccccc2Cl)SC1=S)Nc1ccccn1 | -2% | -14% | -40% | 5% | -9% | 6% | 8% | ? | 3%
CCCCN1C(=O)NC(NC(C)=O)(C(F)(F)F)C1=O (centres undefined) | 6% | 0% | 12% | 12% | 17% | 6% | -6% | 0% | -22%
CCOC(=O)CN(c1cccc(C(C)=O)c1)S(C)(=O)=O | 13% | 8% | 0% | -3% | 3% | -5% | -1% | -28% | 2%
Cc1cccnc1Oc1ncccc1N | 2% | 2% | 12% | 6% | 2% | 10% | -8% | 0% | 0%
COCCNC(=S)N1CCN(c2nc(-c3ccc(F)cc3)cs2)CC1 | -8% | -3% | -17% | -5% | -2% | ? | -63%[inhibitor] | 10% | 12%
COc1ccc(Br)cc1CN(C)CC(=O)NCCc1ccc(S(N)(=O)=O)cc1 | -11% | 10% | -8% | -8% | 0% | -22% | 2% | -16% | 5%
O=C(Nc1ccc2nsnc2c1)N1CCCCC1 | 17% | -13% | 4% | 13% | 8% | 7% | -7% | 10% | 0%
CC(C)NCCOCCOc1ccc(Cl)cc1Br | -15% | -16% | 13% | -12% | -12% | 3% | 1% | ? | 6%
Cc1ccc(C)c(C(=O)OCC(=O)Nc2ccc(N3CCOCC3)cc2)c1 | -18% | -11% | ? | -18% | -6% | -8%[9.22 µM] | -9% | -34% | 1%

# Structures above that have an aryl thioether with sulfur outside any ring (7):
SMILES | HT1080-NT tox | HEK293 tox | GLP1R inv ag | HT1080 IDH1KD tx | KB-3-1 tox | TDP-43 yeast inh | SW480 rerep | KB-V1 cytotox | GLP-1R agonist
Cc1ccc(N/C(N)=N/c2nc(CSc3ccc(C)cc3)cc(=O)[nH]2)cc1 | 7% | -6% | 12% | 10% | -13% | 10% | -10% | ? | -1%
CCCSc1nc2c(=O)[nH][nH]c(=O)c2n1Cc1ccccc1 | 12% | 0% | 1% | 20% | -2% | 9% | -3%[9.22 µM] | 17% | -2%
COc1ccc(NC(=O)c2ccc3c(SCC(=O)O)c4c(nc3c2)CCC4)c(OC)c1 | / | 5% | 5% | / | -5% | 13% | / | -11% | -3%
CCOc1cc(/C=N/NC(=O)C(C)Sc2ccccc2)ccc1O (centres undefined) | -17% | -5% | 0% | -1% | 0% | 4% | -4% | ? | -1%
COCCNC(=O)CN(c1ccc(C)cc1)S(=O)(=O)c1ccc(SC)cc1 | 13% | 0% | -17% | 16% | -2% | -5% | 3% | 0% | 2%
Cc1cc(C)n2nc(SCC(=O)c3cc(C)n(-c4cc(C)on4)c3C)nc2n1 | ? | 0% | 0% | -6% | 15% | -7% | 0% | -26% | 7%
Cc1nc(C)c(-c2ccc(SCC(=O)Nc3ccc(C)c(Cl)c3)nn2)s1 | -21% | -7% | 43%[activator] | -20% | -9% | -8% | -4% | -20% | -1%
